KCNK3 block: human KCNK3 channel inhibitors, primary screen, CHO cells, FluxOR thallium flux, B-score. Potassium channel subfamily K member 3 (Homo sapiens), O14649. FluxOR fluorescence; stronger effect = lower value. B-score at 10 µM. 0.84% of 340,000 active. AID 602410, 2012;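 active = B-score under library mean minus 4 SD, starting fluorescence ratio at most library mean plus 5 SD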;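 note: more negative B-score means stronger inhibition of thallium flux through KCNK3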
Target sequence (O14649 whole entry, looked up): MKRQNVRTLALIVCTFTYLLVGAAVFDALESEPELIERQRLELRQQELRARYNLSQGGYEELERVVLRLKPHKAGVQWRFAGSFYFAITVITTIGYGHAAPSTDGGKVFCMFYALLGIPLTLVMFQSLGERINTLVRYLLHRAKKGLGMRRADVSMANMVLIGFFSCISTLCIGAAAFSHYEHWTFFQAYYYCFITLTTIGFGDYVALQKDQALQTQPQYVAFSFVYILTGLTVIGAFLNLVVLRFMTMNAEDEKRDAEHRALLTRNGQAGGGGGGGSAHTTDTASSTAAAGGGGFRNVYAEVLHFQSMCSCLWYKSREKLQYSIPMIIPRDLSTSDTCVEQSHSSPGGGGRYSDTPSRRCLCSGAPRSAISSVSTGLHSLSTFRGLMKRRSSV
hERG rescue: hERG rescue from dofetilide block, primary screen, cell-based, CHO-hERG, FluxOR thallium flux, dofetilide IC70; dofetilide IC70 present; Voltage-gated inwardly rectifying potassium channel KCNH2 (Homo sapiens), Q12809; AID 1511, 2009; activation (rescue from dofetilide block), less the hit threshold, % at 10 µM; 0.51% of 310,000 active;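 active = activation above the mean of controls blocked by dofetilide plus 5 SD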;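 note: thallium influx through hERG after potassium depolarization seen as dye fluorescence rise; in these data hits start at about 4.7%; inactives centre near -7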
PolyA inhibitor: polyadenylation inhibitors in yeast reporter cells, primary screen, luminescence, S. cerevisiae. AID 1875, 2009. calls only at 12 µM. S. cerevisiae SKY197-pL101 polyadenylation reporter, beta-gal luminescence; efflux-impaired pdr1/pdr3 knockout yeast; score 100 = 6 SD above DMSO. 0.02% of 300,000 active;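 active = lowest replicate activity score at least 50, where 100 means six control SD above control mean; inconclusive = lowest score under 50 but half or more replicates reach 50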;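 note: yeast exposed to compound for 9 h at 30 °C; higher score means more reporter readthrough which indicates perturbed polyadenylation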
Platelet DG rel: inhibitors of platelet dense granule secretion, primary screen, cell-based, MLPCN, human platelets; human platelet-rich plasma, SFLLRN dense granule ATP release, luminescence; inhibition, %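 (compounds screened at 7.5 µM in platelet-rich plasma)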; 0.22% of 300,000 active;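 active = mean replicate score, as percent of positive control, at or above 50; inconclusive = mean below 50 but at least one replicate at or above 50; inactive = mean and every replicate below 50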
KCNQ1 pot: potentiators or activators of KCNQ1 channel, primary screen, cell-based, thallium flux, high-throughput | B-score at 10 µM | 0.35% of 310,000 active | CHO-K1 KCNQ1, thallium flux FluxOR fluorescence; stronger effect = higher value | Potassium voltage-gated channel subfamily KQT member 1 (Homo sapiens), P51787;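 active = fluorescence ratio B-score, a plate-corrected score, at least three library SD, with initial intensity B-score within 5 SD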
Target sequence (P51787 whole entry, looked up): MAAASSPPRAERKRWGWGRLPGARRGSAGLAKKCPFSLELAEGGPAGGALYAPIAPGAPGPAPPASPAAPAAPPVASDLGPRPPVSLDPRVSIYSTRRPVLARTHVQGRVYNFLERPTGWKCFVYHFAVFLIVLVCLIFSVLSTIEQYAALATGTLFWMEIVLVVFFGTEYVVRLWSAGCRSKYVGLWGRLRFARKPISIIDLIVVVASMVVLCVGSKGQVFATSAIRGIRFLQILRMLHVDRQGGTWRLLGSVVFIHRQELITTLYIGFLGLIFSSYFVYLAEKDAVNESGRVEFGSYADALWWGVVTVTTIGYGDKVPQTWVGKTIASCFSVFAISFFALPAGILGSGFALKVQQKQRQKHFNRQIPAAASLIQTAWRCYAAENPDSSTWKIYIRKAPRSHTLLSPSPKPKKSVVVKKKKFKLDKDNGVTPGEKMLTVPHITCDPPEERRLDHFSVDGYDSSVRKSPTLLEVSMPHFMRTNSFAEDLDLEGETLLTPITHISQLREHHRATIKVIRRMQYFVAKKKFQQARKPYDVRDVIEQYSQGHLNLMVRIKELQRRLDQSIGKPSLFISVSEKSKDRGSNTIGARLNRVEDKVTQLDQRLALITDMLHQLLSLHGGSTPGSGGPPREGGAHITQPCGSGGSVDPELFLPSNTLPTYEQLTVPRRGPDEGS
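Schedule – 37 °C overnight plating, 90-min dark dye load, 20-min compound pretreatment · System – stable KCNQ1 CHO-K1 line · Probe or stimulus – thallium- and potassium-containing depolarizing buffer · Measured by – kinetic FluxOR fluorescence, 10 s baseline plus 110 s post-stimulus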
TRPC4 PAM: positive allosteric modulators of TRPC4, primary screen, cell-based, mouse TRPC4beta, HEK293 mu-opioid, Fluo-4 calcium | Short transient receptor potential channel 4 (Mus musculus), Q9QUQ5 | AID 2227, 2009 | 0.42% of 310,000 active | DAMGO EC20, Fluo-4 Ca2+ flux; stronger effect = higher value | B-score at 10 µM;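 active = B-score of calcium response area above 5 SD of library B-scores, with initial fluorescence ratio within 5 SD of library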;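 note: B-score of integrated fluorescence ratio over time as area under calcium response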
TRPC4 inh: inhibitors of mouse TRPC4 channel, primary screen, Fluo4 calcium, HEK293 TRPC4beta/mu-opioid cells. Short transient receptor potential channel 4 (Mus musculus), Q9QUQ5. DAMGO-evoked Fluo4 calcium flux; stronger effect = lower value. B-score at 10 µM. 0.39% of 300,000 active;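 active = B-score over 3 SD under the library average, no early fluorescence shift, positive overall ratio signal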
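Assay system: TRPC4beta/mu-opioid receptor HEK293 cell line; compound dosing: single concentration per test compound; detection: Fluo4 Ca2+ flux fluorescence; evaluation: per-well B score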
KCNQ1 inh: inhibitors of human KCNQ1 channel, primary screen, cell-based, thallium flux, high-throughput. Potassium voltage-gated channel subfamily KQT member 1 (Homo sapiens), P51787. CHO-K1 KCNQ1, FluxOR thallium flux fluorescence; stronger effect = higher value. B-score at 10 µM. 1.3% of 310,000 active. AID 2642, 2010;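 active = compounds whose thallium flux B-score, printed positive for inhibition, exceeds three library SD while starting fluorescence stays within three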;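 note: channel opened by potassium depolarization with thallium stimulus after 20 min compound exposure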
TRPC4 agonist: activators of mouse TRPC4 channel, primary screen, Fluo4 calcium, HEK293 TRPC4beta/mu-opioid cells; B-score at 10 µM; Fluo4 calcium fluorescence; stronger effect = higher value; 0.49% of 310,000 active; AID 2237, 2010; Short transient receptor potential channel 4 (Mus musculus), Q9QUQ5;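 active = B-score above 5 SD of library B-scores, and initial fluorescence ratio not above library mean plus 5 SD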;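 note: positive B-score marks a calcium rise read as TRPC4 activation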
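Test system: HEK293 cells stably co-expressing mouse TRPC4beta and mu-opioid receptor | Schedule: Fluo4 dye loading 45 min at room temperature, 110 s recording | Measured by: Kinetic Fluo4 calcium fluorescence, 5 s baseline at 1 Hz | Evaluation: B score of integrated ratio | Controls: Buffer (low) and maximal DAMGO (high)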
KCNK9 block: KCNK9 potassium channel inhibitors, primary screen, HEK293 cells, thallium flux | Potassium channel subfamily K member 9 (Homo sapiens), Q9NPC2 | FluxOR thallium flux fluorescence; stronger effect = lower value | B-score at 10 µM | 1.2% of 310,000 active;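 active = ratio B-score over 3 SD below the library mean, with starting fluorescence within 5 SD of its mean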;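 note: negative B-score means less thallium flux so channel inhibition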
DYRK1A inh: rat Dyrk1A kinase inhibitors, primary screen, biochemical, single point, plate reader | AID 504441, 2011 | Dual specificity tyrosine-phosphorylation-regulated kinase 1A (Rattus norvegicus), Q63470 | inhibition, % at 12.5 µM | 0.43% of 310,000 active | ADP-Glo luminescence, NFATc1 peptide; in the data active = inhibition above about 50%;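 note: plate controls were vehicle with enzyme for no effect and no enzyme for full effect; many of its hits are not listed in these tables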
* marks the source's active call; other numbers are inactive results; i = inactive; ? = inconclusive; · = not tested or not shown. Some of the compounds tested (hit frequency here may not be typical).

SMILES	KCNK3 block	hERG rescue	PolyA inhibitor	Platelet DG rel	KCNQ1 pot	TRPC4 PAM	TRPC4 inh	KCNQ1 inh	TRPC4 agonist	KCNK9 block	DYRK1A inh
CCCCc1cn([C@@H](CCCCNC(=O)OC(C)(C)C)C(=O)N2CCN(C(=O)OC(C)(C)C)CC2)nn1	i	-5	i	-3	i	i	i	i	i	i	3
COc1ccc(NC(=O)CSc2nnc(-c3ccccn3)n2N)cc1	i	-8	i	2	i	i	i	i	i	i	-2
CCOc1cc(-c2cc(-c3ccccc3)nc(N)c2C#N)ccc1O	i	-6	i	-3	i	i	i	i	i	i	0
CCN(CC)S(=O)(=O)c1cccc(C(=O)N/N=C2\CCCC(=O)C2)c1	i	-13	i	-2	i	i	i	i	i	i	-5
O=C(O)Cn1ncc2ccccc2c1=O	i	-4	i	0	i	i	i	i	i	i	-3
CCC(CC)NC(=O)Nc1ccccc1C(F)(F)F	i	-10	i	6	i	i	i	i	i	i	1
COc1ccc(C(=O)C2CCN(CC(=O)Nc3ccc(OC)cc3OC)CC2)cc1	i	-13	i	-4	i	i	i	i	i	i	3
CCOc1ccc(CC2c3cc(OCC)c(OCC)cc3CCN2C(=O)CN2CCN(C)CC2)cc1OCC (centres undefined)	i	-8	i	0	i	i	i	i	i	i	8
Cc1ccc(Cn2ccc(NC(=O)c3cc4nc(-c5ccco5)cc(C(F)(F)F)n4n3)n2)cc1	i	-10	i	-1	i	i	i	i	i	i	2
CCCC(=O)Nc1ccc(Cl)c(NC(=O)c2cccc(OC)c2)c1	i	-9	i	6	i	i	i	i	i	i	0
O=C(N/N=C/c1ccc2c(c1)OCO2)c1cc(-c2ccc(F)cc2)nc2ccccc12	i	-4	i	12	i	i	i	i	i	i	0
COc1ccc(C(C)NC(=O)C2CCCC2)cc1OC (centres undefined)	i	-7	i	1	i	i	i	i	i	i	12
O=C(O)CCc1ccc(-c2ccc(F)cc2)n1CC1CCCO1 (centres undefined)	i	-7	i	1	i	i	i	i	i	i	-2
Cc1cccc(Nc2ccncc2S(N)(=O)=O)c1	i	-5	i	-5	i	i	i	i	i	i	·
COc1cc(OC)c(OC)cc1CN1CCCC(C(=O)N2CCCCC2)C1 (centres undefined)	i	-9	i	-7	i	i	i	i	i	i	4
CC1CCN(CCCCOc2ccccc2[N+](=O)[O-])CC1	i	-2	i	-10	i	i	i	i	i	i	0
O=S(=O)(c1ccc(OC(F)(F)F)cc1)N1CCCC(N2CCOCC2)C1 (centres undefined)	i	-2	i	-2	i	i	i	i	i	i	-2
CN(C)CCCNc1ncnc2sc(-c3ccccc3)cc12	i	-15	i	2	i	i	i	i	i	i	19
Cc1cc(C)nc(SCC(=O)NNC(=O)c2cccs2)n1	i	-17	i	15	i	i	i	i	i	i	0
COc1ccccc1NC(=O)CC(=O)CSc1nnc(-c2ccc(C)cc2)n1C	i	-3	i	-3	i	i	i	i	i	i	-3
CCN(CC)S(=O)(=O)c1ccc(O)c(C(=O)OCC(=O)N2CCCC2)c1	i	-6	i	1	i	i	i	i	i	i	-6
CC(C)Cn1c(CN(C)Cc2ccccc2)nc2c1c(=O)n(C)c(=O)n2C	i	-12	i	-3	i	i	i	i	i	i	-1
CC(OC(=O)c1cccc(S(=O)(=O)N2CCCCC2)c1)C(=O)NC1CCCCC1C (centres undefined)	i	-15	i	0	i	i	i	i	i	i	·
CC1=C(C(=O)Nc2ccccc2)C(c2ccccc2)N2C(=O)CSC2=N1 (centres undefined)	i	-10	i	-10	i	i	i	i	i	i	1
Cc1ccc(NS(=O)(=O)c2cccc3cccnc23)cc1Cl	i	-6	i	1	i	i	i	i	i	i	0
Cc1ccc(C)c(NC(=O)C(=O)NCCCN2CCOCC2)c1	i	-7	i	5	i	i	i	i	i	i	2
CCOC(=O)c1sc(NC(=O)c2ccccc2F)c(C(N)=O)c1C	i	-6	i	-6	i	i	i	i	i	i	7
CCOC(=O)N1CCC2(CC1)C(C(=O)C13CC4CC(CC(C4)C1)C3)C2(C#N)C#N (centres undefined)	i	-9	i	10	i	i	i	i	i	i	-9
O=C(Cc1ccccc1)Nc1ccc(NC(=O)c2ccccc2)c(Cl)c1	i	-9	i	-3	i	i	i	i	i	i	2
NC(=O)CC[C@H](NC(=O)[C@H](Cc1ccccc1)n1c(=O)[nH]c2ccccc2c1=O)C(=O)N1CCC[C@H]1C(=O)O	i	-3	i	-1	i	i	i	i	i	i	9
CCN1C=C(C(=O)OC)C(c2cccc(OC)c2OC)C(C(=O)OC)=C1	i	-10	i	4	i	i	i	i	i	i	·
CN(C)CCN1C(=O)C(O)=C(C(=O)c2cc3ccccc3o2)C1c1ccc(N(C)C)cc1 (centres undefined)	i	-5	i	2	i	i	i	i	i	i	-7
CC(=O)C1=C(O)C(=O)N(C2CCCCC2)C1c1ccccc1 (centres undefined)	i	-4	i	-1	i	i	i	i	i	i	7
O=C1CN(Cc2cc(=O)oc3cc4c(cc23)CCC4)CCN1	i	-8	i	-1	i	i	i	i	i	i	-6
Cc1ccccc1NC(=S)N(CCN(C)C)C(C)c1ccco1 (centres undefined)	i	-5	i	-8	i	i	i	i	i	i	3
CCOC(=O)c1c(-c2ccccc2)csc1NC(=O)COc1ccc2c(C)cc(=O)oc2c1	i	-10	i	3	i	i	i	i	i	i	-5
CC1CCCCC1NC(=O)C1CCN(S(=O)(=O)N2CCC3(CC2)OCCO3)CC1 (centres undefined)	i	0	i	-3	i	i	i	i	i	i	9
N/C(=N/OS(=O)(=O)c1ccc([N+](=O)[O-])cc1)c1ccncc1	i	-2	i	8	i	i	i	i	i	i	-6
CCN(CC)c1ccc(C(=O)OCc2cc(=O)oc3cc(O)ccc23)cc1	i	-5	i	-5	i	i	i	i	i	i	-3
COc1cc(C=C2C(=O)c3ccccc3C2=O)ccc1O	i	-6	i	35	i	i	i	i	i	i	97*
CCc1nnc(NC(=O)CSc2nnc(Cc3cccn3C)n2CCOC)s1	i	-10	·	52*	i	i	i	i	i	i	0
COC(=O)C1=C(Nc2cc(Cl)cc(Cl)c2)CSC1	i	-7	i	-14	i	i	i	i	i	i	4
O=C(CCN1C(=O)/C(=C/C=C/c2ccccc2)SC1=S)Nc1nc2ccccc2s1	i	-11	i	-3	i	i	i	i	i	i	1
Cc1ccc(S(=O)(=O)N2CC=C(C(=O)NCc3ccc(F)cc3)CC2)cc1	i	-7	i	-3	i	i	i	i	i	i	9
COc1ccc(OC)c(NC(=O)CSc2nnc(-c3cccnc3)s2)c1	i	-13	i	9	i	i	i	i	i	i	-3

A different layout for 2 compounds above:
The line under a structure holds: KCNK3 block, hERG rescue, PolyA inhibitor, Platelet DG rel, KCNQ1 pot, TRPC4 PAM, TRPC4 inh, KCNQ1 inh, TRPC4 agonist, KCNK9 block, DYRK1A inh
O=C1CN(Cc2cc(=O)oc3cc4c(cc23)CCC4)CCN1
  i, -8, i, -1, i, i, i, i, i, i, -6
Cc1ccccc1NC(=S)N(CCN(C)C)C(C)c1ccco1 (centres undefined)
  i, -5, i, -8, i, i, i, i, i, i, 3

Additional entries:
SMILES	KCNK3 block	hERG rescue	PolyA inhibitor	Platelet DG rel	KCNQ1 pot	TRPC4 PAM	TRPC4 inh	KCNQ1 inh	TRPC4 agonist	KCNK9 block	DYRK1A inh
Cc1cc(NS(=O)(=O)c2ccc(NC(=O)NC(C)(C(F)(F)F)C(F)(F)F)cc2)no1	i	-14	i	5	i	i	i	i	i	i	2
O=C(CSc1ccccc1C(=O)O)NC12CC3CC(CC(C3)C1)C2	i	-14	i	-32	i	i	i	i	i	i	-3
O=C(N/N=C1\NC(=O)C(CO)(CO)S1)c1ccccc1	i	-11	i	-4	i	i	i	i	i	i	-1
C(=N\n1c2ccccc2c2ccccc21)/c1ccccc1	i	-8	i	-3	i	i	i	i	i	i	1
Cc1ccc2nc(-c3cccc(-c4cccc(Cl)c4)c3)c(NCc3ccccc3)n2c1	i	-20	i	-2	i	i	i	i	i	i	4
Oc1ccc(-c2cn3c(n2)SCC3)cc1O	i	-12	i	18	i	i	i	i	i	i	25
CC(C)CNc1nc2c(c(=O)n(C)c(=O)n2C)n1Cc1cccc(Br)c1	i	-5	i	6	i	i	i	i	i	i	2
C/C(Cl)=C\Cn1c(NCCCn2ccnc2)nc2c1c(=O)n(C)c(=O)n2C	i	-7	i	-3	i	i	i	i	i	i	-11
COc1ccc(-c2cc(C(=O)NCc3cccs3)no2)cc1	i	-5	i	-2	i	i	i	i	i	i	1
Cc1c(C(=O)N2CCCCC2)c(S(=O)(=O)Nc2cccc(Br)c2)c(C)n1C	i	-8	i	2	i	i	i	i	i	i	-7
CCOc1ccc(C=O)cc1CN1CCCCC1	i	-11	i	-1	i	i	i	i	i	i	1
O=c1c(Br)c(N2CCOCC2)cnn1-c1ccccc1	i	-4	i	-1	i	i	i	i	i	i	3
CN(CC(=O)NCCc1ccccc1)S(=O)(=O)c1cccs1	i	-7	i	·	i	i	i	i	i	i	14
CCOC(=S)SCC(=O)N1CCc2cc(OC)c(OC)cc2C1C1C(=O)CC(C)(C)CC1=O (centres undefined)	i	-5	i	-2	i	i	i	i	i	i	-4
Cc1cc(-c2cccs2)c(C#N)c(=S)[nH]1	i	-10	i	-1	i	i	i	i	i	i	7
O=[N+]([O-])c1cc(Cl)ccc1-c1nc(-c2ccncc2)no1	i	1	i	3	i	i	i	i	i	i	0
Cn1c(=O)c2c([nH]c(OCc3ccc(Cl)cc3Cl)[n+]2Cc2ccc(F)cc2)n(C)c1=O	i	-12	i	?	i	i	i	i	i	i	·

Assay outcomes (PubChem BioAssay)
